M. tuberculosis GlmU: inhibition of mycobacterial GlmU enzyme – biochemical, glucosamine-1-phosphate acetyltransferase (AID 1376); Bifunctional protein GlmU (Mycobacterium tuberculosis (strain ATCC 25618 / H37Rv)); M. tuberculosis GlmU acetyltransferase enzyme assay; higher % means a stronger effect; inhibition, %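 (tested at 30 µM in the primary screen)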, or IC50 in µM where a hit was titrated; 220,000 tested, 0.25% active; in the data active = inhibition above about 13%;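 also: 0% = complete reaction with vehicle and 100% = reaction without substrate; strong numbers were not always called active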
RmlCD inh 1536: M. tuberculosis RmlC/RmlD coupled enzyme inhibitors, primary screen, biochemical, compound mixtures, 384-well, from 1536-well plates; dTDP-4-dehydrorhamnose reductase (Mycobacterium tuberculosis (strain ATCC 25618 / H37Rv)) …; RmlC+RmlD coupled enzyme assay, percent inhibition; primary screen in compound mixtures; inhibition, % at 3.6 µM; 160,000 tested, 0.03% active; in the data active = inhibition mostly above about 34%, no sharp cut-off; also: some results filed as inactive read as strong as hits
Target sequence (P9WH09 whole entry, looked up): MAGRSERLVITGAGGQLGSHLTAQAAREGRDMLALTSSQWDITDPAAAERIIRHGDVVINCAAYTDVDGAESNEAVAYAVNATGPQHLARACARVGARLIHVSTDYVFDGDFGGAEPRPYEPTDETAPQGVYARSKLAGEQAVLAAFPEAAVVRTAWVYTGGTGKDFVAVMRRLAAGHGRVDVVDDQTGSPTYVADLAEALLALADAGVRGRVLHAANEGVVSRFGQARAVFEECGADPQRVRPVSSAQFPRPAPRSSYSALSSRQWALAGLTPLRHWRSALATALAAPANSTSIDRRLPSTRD
Target sequence (P9WH11 whole entry, looked up): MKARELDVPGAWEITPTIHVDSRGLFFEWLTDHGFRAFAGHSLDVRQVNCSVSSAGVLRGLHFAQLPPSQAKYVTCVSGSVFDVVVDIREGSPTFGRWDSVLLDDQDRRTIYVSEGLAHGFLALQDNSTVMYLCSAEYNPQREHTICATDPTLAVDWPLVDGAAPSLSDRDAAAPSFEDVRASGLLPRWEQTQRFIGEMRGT
* marks the source's active call; other numbers are inactive results; · = no result given; & = joins results of further samples. This is a subset; count on the stated rates, not on these rows.

Results follow in this order: M. tuberculosis GlmU | RmlCD inh 1536
CCn1nc(C)cc1C(=O)n1nc(C)c(Sc2ncccn2)c1C
 : 1.0% | -2
COc1ccc(-c2nnc(SC(C(=O)c3c[nH]c4ccccc34)c3ccccc3)n2N)cc1OC (stereo not drawn)
 : 1.7% | 4
O=C(N/N=C/c1ccc(F)c(F)c1)c1cc2c(s1)-c1ccccc1CC2
 : 0.6% | 16
N#CCC(=O)N1CC2(CC(c3cccc(NC(=O)COc4ccc(Cl)cc4)c3)=NO2)C[C@@H]1C(N)=O (stereo partly drawn)
 : 4.1% | -2
c1cncc(-c2nnc(-c3ccco3)o2)c1
 : -1.7% | -11
c1ccc(-n2cc(CN3CCC(N4CCOCC4)CC3)c(-c3ccc4c(c3)OCO4)n2)cc1
 : 1.5% | -8
CC1CC(C)CN(c2ncc3c(n2)CC(c2ccc(Cl)cc2)CC3=O)C1 (stereo not drawn)
 : -0.8% | 9
CC(=O)N(C)c1ccc(NC(=O)c2ccccc2C(=O)O)cc1
 : 3.4% | ·
COC(=O)C1=C(N)Oc2cc(C)[nH]c(=O)c2C1c1ccccc1OC (stereo not drawn)
 : 3.4% | -6
CC(C)CNC(=O)c1ccccc1NC(=O)CCSc1ccccc1
 : 0.3% | -2
CCN1CCN(CCOc2ccccc2-c2ccccc2)CC1
 : -0.9% | 4
COc1cccc(C(C)N(C)Cc2nc(COc3ccccc3)no2)c1 (stereo not drawn)
 : -0.3% | 1
c1ccc2c(Cn3ccnc3)c[nH]c2c1
 : 3.7% | ·
O=C(COc1ccccc1)N1CCN(c2ncnc3c2cnn3-c2ccccc2)CC1
 : -0.1% | 9
O=C(OCn1ncc(Cl)c(Cl)c1=O)c1cccc(C(F)(F)F)c1
 : 0.3% | 0
OC(CSc1c(Cl)cccc1Cl)CN1CCN(c2ccccc2F)CC1 (stereo not drawn)
 : -8.0% | -6
CC(C)Cc1ccc(S(=O)(=O)N2CCOCC2)cc1
 : 1.0% | 7
COc1ccc(CN2C(=O)c3cccc4cccc(c34)C2=O)cc1
 : 0.3% | 7
OCCC1CN(Cc2cccc3nonc23)CCN1C1CCCCC1 (stereo not drawn)
 : 0.3% | ·
N#CCCCSc1ncccc1-c1nc2ccccc2[nH]1
 : -0.3% | 3
Cc1ccsc1/C=C1/CN(C)Cc2c1nc1ccccc1c2C(=O)O
 : -0.8% | ·
O=C(NC1CCCC1)C(c1ccncc1)N(Cc1cccs1)C(=O)c1csnn1 (stereo not drawn)
 : 5.7% | 1
O=C(Nc1cccc(-c2nc3cccnc3s2)c1)c1ccc(Cl)nc1
 : 5.7% | -9
COc1ccc(OCCCC(=O)NCCc2ccccc2)cc1
 : 6.1% | -4
Cc1ccc(-n2cc(CNCCn3nc(C)cc3C)c(-c3ccc(F)cc3)n2)cc1
 : -4.0% | -6
Cc1ccc(S(=O)(=O)N2CCN(CC(=O)N/N=C/c3ccc(Br)s3)CC2)cc1
 : 2.2% | 7
CC(=O)c1cccc(NC(=O)CN(Cc2ccccc2)S(C)(=O)=O)c1
 : 39% | 4
COc1ccc(-c2ccc(OC(=O)NC3CCS(=O)(=O)C3)cc2)cc1 (stereo not drawn)
 : -5.2% | -3
COc1ccc(NC(=O)CSc2nccc(C)n2)cc1
 : 0.5% | 10
O=C(c1cccc(F)c1)N1CCN(S(=O)(=O)Cc2ccccc2)CC1
 : 5.8% | 11

Five entries from above, in markdown:
| structure | M. tuberculosis GlmU | RmlCD inh 1536 |
| --- | --- | --- |
| COc1ccc(OCCCC(=O)NCCc2ccccc2)cc1 | 6.1% | -4 |
| Cc1ccc(-n2cc(CNCCn3nc(C)cc3C)c(-c3ccc(F)cc3)n2)cc1 | -4.0% | -6 |
| Cc1ccc(S(=O)(=O)N2CCN(CC(=O)N/N=C/c3ccc(Br)s3)CC2)cc1 | 2.2% | 7 |
| CC(=O)c1cccc(NC(=O)CN(Cc2ccccc2)S(C)(=O)=O)c1 | 39% | 4 |
| COc1ccc(-c2ccc(OC(=O)NC3CCS(=O)(=O)C3)cc2)cc1 (stereo not drawn) | -5.2% | -3 |

(more compounds)
Results follow in this order: M. tuberculosis GlmU | RmlCD inh 1536
Cc1nc(-c2ccccc2O)n(S(=O)(=O)N(C)C)n1
 : 3.1% | ·
Cc1ccccc1Oc1nnc(-c2cccs2)c2ccccc12
 : 0.7% | -4
CSc1ccccc1C(=O)C1CCCN(C(=O)NC(C)C)C1 (stereo not drawn)
 : 1.6% | -4
Cc1ccc(C(=O)NCC(=O)OCC(=O)NCCc2ccccc2)s1
 : 0.9% | -17
COc1ccccc1NC(=S)NC1CCCCCCCCCCC1
 : 3.4% | 7
CCC(C)n1c(-c2ccco2)nc2nc3ccccc3nc21 (stereo not drawn)
 : · | 18
COc1cccc(C2CC(c3ccc(Cl)cc3Cl)n3nc(N)nc3N2)c1 (stereo not drawn)
 : -1.7% | 12
CC1(CCc2ccccc2)NC(=S)N(c2ccccc2)N1 (stereo not drawn)
 : 3.7% | -6
O=C(Nc1nc2ccc([N+](=O)[O-])cc2s1)c1ccco1
 : -1.2% | 5
CN(C)c1ccc(C=NC(CO)C(O)c2ccc([N+](=O)[O-])cc2)cc1 (stereo not drawn)
 : -7.8% | 3
COc1ccc(C2=NOC(Cn3c(Cc4ccc(Cl)cc4)nc4c3c(=O)n(C)c(=O)n4C)C2)cc1 (stereo not drawn)
 : 5.1% | -3
CCN(CC)S(=O)(=O)c1ccc(NC(=O)C2c3ccccc3Oc3ccccc32)cc1
 : 1.2% | ·
Cc1cccc(-n2c(SCC(=O)O)nc3sc4c(c3c2=O)CCC4)c1
 : 2.1% | 6
Cc1c(Br)cc(C(=O)NC2CCCCC2)c(C)c1C
 : 1.8% | 8
Cc1cc(C)nc(NNC(=O)NC2CCCCC2)n1
 : 3.1% | 8
Cc1nn(-c2ccccc2)c(C)c1NC(=O)COc1ccc(C#N)cc1
 : 3.8% | 11
O=C(NNC(=O)C1CCN(c2ncccn2)CC1)c1ccccc1
 : -0.4% | 0
CC(C)(C)c1ccccc1NC(=O)NC1CCN(Cc2c(F)cccc2Cl)CC1
 : · | -2
Cc1ccc(/C=N/n2cnc3sc4c(c3c2=O)CCCC4)o1
 : -3.0% | 5
Oc1c(N=NC(=S)Nc2ccccc2F)c2ccccc2n1Cc1cccc(Cl)c1
 : -3.8% | -6
CC(=O)c1cc(C)ccc1OC(=O)c1cccc2nc(C)oc12
 : -4.1% | 10
Cc1nc2sc(C(c3cccc(F)c3)N3CCN(C(=O)c4ccco4)CC3)c(O)n2n1 (stereo not drawn)
 : -0.6% | 2
CCN(Cc1cnn(C)c1)C(=O)c1ccc(OC2CCN(S(=O)(=O)N(C)C)CC2)cc1
 : -1.4% | ·
O=C(c1c[nH]c(C(=O)N2CCN(Cc3ccccc3)CC2)c1)C1CCCCC1
 : 12% | 3
O=C(Nc1ccc2c(c1)OCCO2)NC1(C(F)(F)F)Oc2ccccc2O1
 : 4.4% | -7
Cc1ccc(CNCCNCCO)s1
 : -1.6% | -7
O=C(Cc1ccc(Cl)cc1)Nc1ccc(-c2cc3ccccc3oc2=O)c(Cl)c1
 : 2.5% | ·
COc1ccc(OC)c(N(CC(N)=O)S(=O)(=O)c2ccc(OC)c(OC)c2)c1
 : -1.5% | -9
CC1=CCC(C(=O)O)(C(=O)N/N=C/c2cccs2)C(c2ccc([N+](=O)[O-])cc2)C1 (stereo not drawn)
 : -5.7% | ·
COCCCNC(=O)C1CCCCN1S(=O)(=O)c1ccc(F)cc1 (stereo not drawn)
 : -0.1% | 28
Cc1cc(C)cc(N2CN=c3s/c(=C\c4ccco4)c(=O)n3C2)c1
 : 1.7% | -10
Cc1cc(C)cc(SCc2noc(C(=O)NCC3CC3)c2C(=O)NCC2CC2)c1
 : 0.1% | ·
CC(C)(CN1CCN(c2ccccc2)CC1)NS(=O)(=O)c1ccccc1
 : -4.3% | 11
CCc1nc2sc3c(c2c(=O)n1NC(=O)CCl)CCCC3
 : 6.0% | -10
O=C(NNC(=O)c1cccnc1)Nc1ccc([N+](=O)[O-])cc1
 : -2.5% | 0
CS(=O)(=O)N(CC(=O)Nc1ccc2c(c1)OCO2)Cc1ccccc1
 : 5.0% | 2
Cc1ccccc1CSc1ncnc2ccccc12
 : -1.4% | -9
COc1ccc(N(CC(=O)NCc2ccc3c(c2)OCO3)C(=O)CCC(=O)Nc2ccccn2)cc1
 : -3.0% | -7
COC(=O)c1ccc(NC(=O)COC(=O)c2nc3nccc(C)n3n2)cc1
 : 0.1% | 3
CC1Cc2ccccc2N1S(=O)(=O)c1cccc(C(=O)OCC(=O)NCc2ccco2)c1 (stereo not drawn)
 : -0.9% | 4
Cc1cc(F)ccc1S(=O)(=O)Nc1ccccc1C(=O)Nc1ncn[nH]1
 : -2.8% | 1
Cc1ccccc1CN1C2=NCCN2c2ccccc21
 : -3.2% | 10
CC(Cc1ccccn1)NC(=O)CCc1nnc(C2CCCCC2)o1 (stereo not drawn)
 : 3.6% | ·
CCc1ccc(NS(=O)(=O)c2ccc3[nH]cc(C(=O)N4CCCCC4)c(=O)c3c2)cc1
 : 0.3% | ·
COC(=O)c1sc(NC(=O)COc2cccc3ccccc23)nc1C
 : 7.9% | 31
CCCCCCCC(=O)N/N=C(\C)c1cccnc1
 : 2.8% | ·
COC(=O)c1ccc2c(c1)NC(=O)CS2
 : 0.4% | -10
CCn1c(SCC(=O)c2c(N)n(C)c(=O)n(C)c2=O)nnc1-c1ccccc1
 : 2.8% | ·
CN1CCC2(CC1)N=C(c1ccc(F)cc1)C(=S)N2C(=O)c1ccc(C(C)(C)C)cc1
 : -1.4% | -2
Cc1ccccc1NC(=O)CC1SC(=Nc2ccc(O)cc2)NC1=O (stereo not drawn)
 : -11% | ·

Other records.
Results follow in this order: M. tuberculosis GlmU | RmlCD inh 1536
CC(C)Cn1c(SCC(=O)NC2CCCc3ccccc32)nc(O)cc1=O (stereo not drawn)
 : -0.6% | ·
Cc1cc(C(C)(C)C)cc(S(=O)(=O)Nc2ccc(O)c(C(=O)O)c2)c1C
 : 4.5% | 1
O=C(NNC(=O)c1ccccc1[N+](=O)[O-])Nc1ccc(Cl)cc1
 : 6.0% | ·
COc1ccccc1N(CC(=O)Nc1cc(C)on1)S(=O)(=O)c1ccc(Cl)cc1
 : 3.3% | -9
COc1ccc(NC(=O)N2CCCC(C(=O)NC(C)C)C2)cc1 (stereo not drawn)
 : -4.0% | ·
Cc1c(-n2c(SCC(=O)N(C)C3CCS(=O)(=O)C3)nc3ccccc3c2=O)c(=O)n(-c2ccccc2)n1C (stereo not drawn)
 : 9.6% | -8
O=C(O)/C=C\C(=O)Nc1ccccc1C(=O)NCc1ccccc1
 : 2.6% | ·
CCOc1cccc2cc(-c3csc(NC(=O)CCC(=O)N4CCN(C)CC4)n3)c(=O)oc12
 : 3.8% | ·
CC(=O)NCCC(=O)Nc1nc(C)c(Cc2ccc3c(c2)OCO3)s1
 : -0.7% | -3
Cc1ccc(S(=O)(=O)NCC(=O)OC(C(=O)c2ccccc2)c2ccccc2)cc1 (stereo not drawn)
 : 6.6% | ·

Random excerpt: three compounds from above, in no set order.
Results follow in this order: M. tuberculosis GlmU | RmlCD inh 1536
Cc1c(-n2c(SCC(=O)N(C)C3CCS(=O)(=O)C3)nc3ccccc3c2=O)c(=O)n(-c2ccccc2)n1C (stereo not drawn)
 : 9.6% | -8
CCOc1cccc2cc(-c3csc(NC(=O)CCC(=O)N4CCN(C)CC4)n3)c(=O)oc12
 : 3.8% | ·
CC(C)Cn1c(SCC(=O)NC2CCCc3ccccc32)nc(O)cc1=O (stereo not drawn)
 : -0.6% | ·

(more compounds)
Results follow in this order: M. tuberculosis GlmU | RmlCD inh 1536
COC(=O)c1ccc(NC(=S)NCCCn2ccnc2)cc1
 : -0.6% | ·
CC(=O)c1ccc(NC(=O)C(C)OC(=O)c2ccc(NS(=O)(=O)c3ccc(F)c(F)c3)cc2)cc1 (stereo not drawn)
 : -1.1% | 6
O=C(O)/C=C/c1ccccc1Oc1ccc(Cl)cc1Cl
 : 3.9% | -6
CC12CCC(C(=O)Nc3cc(Cl)ccc3Cl)(C/C1=N\O)C2(C)C (stereo not drawn)
 : -1.2% | 7
Cc1ccc2nc(Nc3nc(CSc4nc5ccccc5s4)cc(=O)[nH]3)nc(C)c2c1
 : -5.2% | 1
Fc1ccc(/C=C2\CCCC3=C2NC(=S)NC3c2ccc(F)cc2)cc1 (stereo not drawn)
 : 9.6% | -2
C=CCN(c1ccc(C(=O)Nc2cccc(C)c2)cc1)S(C)(=O)=O
 : 0.5% | 5
COC(=O)c1cccnc1-n1c(=O)c2cccnc2n(Cc2cccc(C(F)(F)F)c2)c1=O
 : -3.2% | -4
CCOc1ccccc1C1C2C(=O)N(c3ccccc3)C(=O)C2ON1c1ccccc1 (stereo not drawn)
 : 2.3% | ·
COC(=O)c1ccc2c(=O)n(CC3CCCO3)c(SCC(=O)Nc3ccc(OC)cc3OC)nc2c1 (stereo not drawn)
 : 2.6% | ·
CCOC(=O)c1cn(CC(=O)Nc2cccc(Cl)c2C)nn1
 : 3.0% | ·
O=C(C1=C[C@@H](c2ccc(C(F)(F)F)cc2)C[C@@H](OCc2ccc(CO)cc2)O1)N1CCOCC1
 : -1.6% | ·
CCSc1nc2ccccc2n1CCOc1ccccc1
 : -3.3% | ·
CCc1nnc(NC(=O)C2CC(=O)N(Cc3ccco3)C2)s1 (stereo not drawn)
 : 0.0% | -4
O=C1CC(N2CCC(O)(c3ccc(Cl)cc3)CC2)C(=O)N1 (stereo not drawn)
 : 2.1% | ·
COc1ccc(C(=O)Nc2ccc(S(=O)(=O)N3CCCC3)cc2)c(OC)c1
 : -0.4% | -3
COc1ccc(OC)c(-c2cc(C3CCN(c4cc(Cl)nc(N)n4)CC3)[nH]n2)c1
 : · | 20
COc1ccc(CCN(C(=O)c2ccc(F)cc2)C2=CC3CCC(C2)N3C)cc1OC (stereo not drawn)
 : -4.3%&-0.1% | ·
